Screening data from PubChem BioAssay.
CD40 NFkB inh: CD40 pathway inhibition in BL2 cells; inhibition, % at 10 µM; actives 0.94% (n = 83,000); AID 1053188; BL2 NF-kB luciferase reporter, CD40L-induced, 4 h;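 active means mean inhibition of at least 50% with a set share of replicates also reaching that level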;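 further: 0% = neutral control wells and 100% = IKK inhibitor VII at 50 µM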
Numbers without * were called inactive; & = joins results of further samples; [ ] = dose if it differs, or a comment.

mol	CD40 NFkB inh
Cc1cc(Br)ccc1NC(=O)CN(C)C(=O)C1CCN(c2ncnc3sc(C)c(C)c23)CC1	23
CN(C)CC(C)(C)CNS(=O)(=O)CC12CCC(CC1=O)C2(C)C (stereo not drawn)	4
CCN(C(=O)COC(=O)CNC(=O)c1ccc(C)cc1)c1c(N)n(Cc2ccccc2)c(=O)[nH]c1=O	4
CC(=O)Nc1ccc(S(=O)(=O)N(C)CC(=O)NCCOc2ccccc2)cc1	-1
Cc1ccc(NC(=O)c2ccc(S(=O)(=O)N3CCCC3)cc2)nc1	-6
Cc1ccc(NC(=O)NC2C(NC(=O)Nc3ccc(C)cc3)N(C)C(=O)N2C)cc1 (stereo not drawn)	15
COc1cc(C(=O)N/N=C/c2ccc(OC)c(CN3CCN(c4ccc(F)cc4)CC3)c2)ccc1O	-4
O=C(CCN1CCCCC1)N[C@@H]1CC[C@@H](CC(=O)N2CCC(Cc3ccccc3)CC2)O[C@H]1CO	-13[25 µM]
COc1ccccc1NC(=O)Nc1nc(CC(=O)N2CCN(c3ccccc3OC)CC2)cs1	-2
CCS(=O)(=O)NCC[C@H]1CC[C@H](NS(=O)(=O)c2ccccc2C)[C@@H](CO)O1	-6[25 µM]
Cc1ccccc1OCCC(=O)OCC(=O)Nc1c(F)cccc1F	3
COC(=O)C(N)Cc1ccc(O)c(O)c1 (stereo not drawn)	-3
O=C(NCc1cccc(F)c1)[C@H]1[C@H](CO)[C@H]2Cn3c(ccc(-c4cccnc4)c3=O)[C@@H]1N2CC1CC1	-3[25 µM]
COC(=O)C1CCN(C(=O)CC(NC(=O)C(F)(F)F)c2cccs2)CC1 (stereo not drawn)	8
C[C@@H]1CN([C@H](C)CO)C(=O)c2ccccc2-c2ccccc2CO[C@@H]1CN(C)S(=O)(=O)c1cccc(C#N)c1	-13[25 µM]
C[C@@H](NC(=O)C[C@@H]1C[C@H]2c3cc(NC(=O)c4ccc5c(c4)OCO5)ccc3O[C@H]2[C@H](CO)O1)c1ccccc1	-6[25 µM]
CC(C)C#Cc1ccc([C@H]2[C@H]3CN(C(=O)c4ccc5c(c4)OCO5)CC(=O)N3[C@H]2CO)cc1	5[25 µM]
CCC(=O)NCc1csc(-c2cccs2)n1	-36
COc1ccc(CCNC(=O)c2cc(-c3cccs3)on2)cc1OC	8
CC(NC(=O)Cn1cnnn1)C12CC3CC(CC(C3)C1)C2 (stereo not drawn)	3
Cc1cc(C)nc(-n2nc(C)cc2NC(=O)COC(=O)CCC(=O)c2cccs2)n1	-6
CCN(CC(=O)Nc1c(F)cccc1F)C(=O)/C=C/c1ccc(OCC#N)c(OC)c1	4
O=C(COC(=O)c1cccnc1Nc1ccccc1F)NCc1ccc2c(c1)OCO2	1
COc1cccc(-c2ccc3c(c2)[C@@H]2[C@@H](CCN2C(=O)C2CCCCC2)[C@@H](CO)N3)c1	-26[25 µM]
S=c1[nH]nc(-c2cccnc2)n1-c1ccc2c(c1)OCCO2	-16
Cc1[nH]c2c(ccc3ccccc32)c1C1C(CCN)C1(C)C (stereo not drawn)	7
O=C(CN1C(=O)c2cccc3cccc1c23)N1CCc2ccccc2C1	-4
CCCCn1c(N)c(N(CCOC)C(=O)c2ccc3c(c2)C(=O)N(c2ccccc2Cl)C3=O)c(=O)[nH]c1=O	7
CN(C)CC(=O)N1[C@H](C#N)[C@H](c2ccc(-c3cccc(C(=O)N(C)C)c3)cc2)[C@H]1CO	-4[25 µM]
Cn1c(CNC(=O)c2ccco2)nnc1SCC(=O)Nc1ccccc1Cl	4

Part of the list above, with the structure last:
| CD40 NFkB inh | SMILES |
| --- | --- |
| -36 | CCC(=O)NCc1csc(-c2cccs2)n1 |
| 8 | COc1ccc(CCNC(=O)c2cc(-c3cccs3)on2)cc1OC |

Seven of the compounds above, with values ahead of the structure.
CD40 NFkB inh	SMILES
4	CN(C)CC(C)(C)CNS(=O)(=O)CC12CCC(CC1=O)C2(C)C (stereo not drawn)
-3	COC(=O)C(N)Cc1ccc(O)c(O)c1 (stereo not drawn)
-13[25 µM]	C[C@@H]1CN([C@H](C)CO)C(=O)c2ccccc2-c2ccccc2CO[C@@H]1CN(C)S(=O)(=O)c1cccc(C#N)c1
-6	Cc1cc(C)nc(-n2nc(C)cc2NC(=O)COC(=O)CCC(=O)c2cccs2)n1
-26[25 µM]	COc1cccc(-c2ccc3c(c2)[C@@H]2[C@@H](CCN2C(=O)C2CCCCC2)[C@@H](CO)N3)c1
8	COC(=O)C1CCN(C(=O)CC(NC(=O)C(F)(F)F)c2cccs2)CC1 (stereo not drawn)
-4	O=C(CN1C(=O)c2cccc3cccc1c23)N1CCc2ccccc2C1

Next results
mol	CD40 NFkB inh
CN1c2ccc(-c3cccc(F)c3)cc2[C@@H]2[C@@H](CCN2C(=O)Cc2ccccc2)[C@H]1CO	-14[25 µM]
COc1cc(-c2nc3ccccc3c(=O)n2N)cc(OC)c1OC	1
O=C(c1cccs1)N1CCN=C1SCc1ccccc1	-2
O=C(COc1ccc(F)cc1)N(CC1=CCS(=O)(=O)C1)c1ccccc1	12
OCCC1CN(Cc2cccc3nccnc23)CCN1C1CCCC1 (stereo not drawn)	5
O=C(NCc1cccs1)[C@@H]1CCCN1S(=O)(=O)c1ccccc1F	16
CN(C1CCCCC1)S(=O)(=O)c1ccc(SCC(=O)NC(C)(C)C)nc1	4
COc1ccc(-c2cc(C(=O)NCCCN3CCOCC3)c3ccccc3n2)cc1OC	-5
Cc1cc2cc(CNC(=O)CCC(=O)O)ccc2n1C	4
O=C(CN1CCN(c2ccc(F)cc2)CC1)c1ccc2c(c1)OCO2	-24
COc1ccc2c3c(n(C)c2c1)[C@H](CO)NCC31CCN(Cc2cc(F)ccc2F)CC1	5[25 µM]
CC(=O)c1cc(-c2ccccc2)n(CCC(=O)NC2CCCCC2)c1C	-2
CC(C)NC(=O)N1[C@@H]2CNC[C@H]1C2c1ccc(-c2cccc(C#N)c2)cc1 (stereo partly drawn)	-2&2[25 µM]
CCOc1ccc(S(=O)(=O)NCCC(=O)NCC(c2ccc(F)cc2)N2CCOCC2)cc1 (stereo not drawn)	-29
O=C(C[C@H]1CC[C@@H]2[C@H](COC[C@H](O)CN2C(=O)c2cnccn2)O1)N1CCN(c2ccccc2)CC1	6[25 µM]
O=C(Cc1ccncc1)Nc1ccc2c(c1)[C@@H]1C[C@H](CC(=O)NC3CCCC3)O[C@@H](CO)[C@@H]1O2	9
Cc1cccc(C)c1OCC(O)CN (stereo not drawn)	11
N#C[C@@H]1[C@H](c2ccc(C3=CCCCC3)cc2)[C@@H](CO)N1C(=O)Cc1ccncc1	0
COc1ccc(S(N)(=O)=O)cc1C(N)=O	1
Cc1cccc(CC(=O)N2CCC(N3CCC(C(=O)N4CCOCC4)CC3)CC2)c1	4
COc1cccc(NC(=O)N2[C@H](CO)[C@@H](c3ccccc3)[C@H]2CNC(C)C)c1	9
O=C(NC1CCN(C(=O)Nc2ccccc2)CC1)C1CCCCC1	-7
O=C(Cn1cncn1)c1ccccc1	0
O=C(NCC(F)(F)F)[C@@H]1[C@@H](CO)[C@@H]2Cn3c(ccc(-c4ccncc4)c3=O)[C@@H]2N1Cc1ccncc1	3[25 µM]
O=C(c1cccc(OC2CCN(C3CCCC3)CC2)c1)N1CCCCCCC1	0
CC(=O)Nc1ccc(NC(=O)C(C)OC(=O)CC2CCCC2)cc1 (stereo not drawn)	7
CC(C)(C)NC(=O)Cn1cnc2cc([N+](=O)[O-])ccc2c1=O	8
CC(C)NC(=O)Nc1ccc2c(c1)C(=O)N([C@@H](C)CO)C[C@@H](C)[C@@H](CN(C)S(=O)(=O)c1ccccc1)OCCCC[C@H](C)O2	25
O=c1oc2cccnc2n1CCS(=O)(=O)c1ccc(F)cc1	11
CC(=O)c1c(-c2ccccc2)c2ccccc2[nH]c1=O	11

(more compounds)
mol	CD40 NFkB inh
CCN(CC)CC(=O)Nc1c(Br)ccc2c1OCO2	8
CC1=NN(c2ccc(C)c(C)c2)C(=O)/C1=C\C=C\c1ccc([N+](=O)[O-])o1	-1
COC(=O)COc1ccc(Oc2cc(C)nc(SC)n2)nn1	5
CCOc1ccccc1C=NNc1ccc([N+](=O)[O-])cn1	-2
CC(C)CCn1nnnc1CN1CCN(C(c2ccccc2)c2ccccc2)CC1	13
OC1(c2ccccc2)c2ccccc2-c2ncccc21 (stereo not drawn)	-9
COc1ccc(NC(=O)CN(C)C(=O)CCCc2nc3ccccc3c(=O)[nH]2)cc1	-2
COc1ccccc1-c1cnc2c(c1)C(=O)N([C@@H](C)CO)C[C@H](C)[C@H](CN(C)C(=O)CC1CC1)O2	-8[25 µM]
C[C@H](CO)N1C[C@H](C)[C@@H](CN(C)C(=O)c2ccc(F)cc2)OCc2ccccc2-c2c(n(C)c3ccccc23)C1=O	2
Cc1cc(C(=O)N2CCN(c3ccccn3)CC2)c(C)o1	-9
O=C(N/N=C/c1ccc([N+](=O)[O-])o1)c1cc2c(ccc3ccccc32)o1	8
O=C1C[C@@H](c2ccccc2)C(=O)N[C@@H](c2ccccc2)C/C=C\C[C@H](c2ccccc2)N1	-10[25 µM]
C[C@H](CO)N1C[C@H](C)[C@@H](CN(C)C(=O)NC2CCCCC2)OCc2cn(nn2)CCCC1=O	2[25 µM]
COc1cccc(CNC(=O)Cn2c(=O)oc3ccccc32)c1OC	-1
O=C(NNc1cccc(Cl)n1)C1CC1	7
CO[C@@H]1CN(C)C(=O)c2ccc(NC(=O)Nc3ccc(F)cc3)cc2OC[C@@H](C)N(C(=O)c2ccc(F)cc2)C[C@H]1C	-11[25 µM]
O=c1c2ccccc2nc(SCc2nc3ccccc3s2)n1CCCO	-33
COC(=O)C[C@H]1CC[C@@H]2[C@H](COC[C@H](O)CN2S(=O)(=O)c2cn(C)cn2)O1	-4[25 µM]
CN(C)CCNc1ncnc2oc(-c3ccccc3)c(-c3ccccc3)c12	13
O=C(OCc1nc2ccsc2c(=O)[nH]1)c1ccccc1	1
c1ccc(CSc2ccc3nnc(-c4cccnc4)n3n2)cc1	16
N#C[C@@H]1[C@H](c2ccccc2-c2ccccc2)[C@H](CO)N1C(=O)NC1CCCC1	34[25 µM]
C[C@@H]1CN(C)C(=O)Cc2cc(N)ccc2O[C@H]1CN(C)S(C)(=O)=O	10
COc1cccc(C(=O)C2CCCN(Cc3cccc(OCCO)c3)C2)c1 (stereo not drawn)	0
Cc1noc(C)c1S(=O)(=O)Nc1ccc2c(c1)CC(=O)N([C@@H](C)CO)C[C@H](C)[C@@H](CN(C)C(=O)Nc1cccc3ccccc13)O2	1[25 µM]
CC1CC(C)CN(C(=O)CSc2n[nH]c(N)n2)C1 (stereo not drawn)	1
c1ccc(Nc2c3c(nc4ncnn24)CCC3)cc1	1
O=C(CCNS(=O)(=O)c1cccc2nsnc12)NCCc1ccccc1	3
CO[C@@H]1CC[C@@H]2CCN(C)C(=O)[C@@H](C)CN(C)C(=O)c3cc(C#N)ccc3OC[C@H]1O2	-7[25 µM]
O=C(c1cnccn1)N1CC(=O)N2[C@H](C1)[C@@H](c1ccc(-c3cccc(F)c3)cc1)[C@@H]2CO	-12[25 µM]

(list continues)
mol	CD40 NFkB inh
O=S(=O)(c1ccccc1)N1[C@H](CO)[C@H]2c3ccccc3NC[C@H]21	2[25 µM]
O=C(CSC(=S)N1CCCC1)Nc1ccc(Br)cc1Cl	-12
O=C(NCC(F)(F)F)[C@@H]1[C@@H](CO)[C@@H]2Cn3c(cccc3=O)[C@@H]2N1Cc1cccc(F)c1	-16
C=CCNC(=S)N1CCN(c2ncc3c(=O)c(C(=O)O)cn(CC)c3n2)CC1	2
COc1cccc(-n2nnc3c(=O)n(Cc4ccc(F)cc4)cnc32)c1	-2
O=C(COC(=O)c1ccc(Cl)nc1)Nc1nnc(-c2ccccc2)o1	-14
CN(c1ccccc1)S(=O)(=O)c1cccc(NC(=O)CSc2nccc(=O)[nH]2)c1	2
CCCC#Cc1ccc([C@H]2[C@@H](CO)N3C(=O)CN(C(=O)c4cccnc4)C[C@@H]23)cc1	-5[25 µM]
O=C(NNC(=O)c1ccc2ccccc2c1)c1ccc(Cl)cc1	13
CCN(C(=O)CSc1nnc(-c2ccccc2Br)o1)C1CCS(=O)(=O)C1 (stereo not drawn)	-1
COc1cccc(NC(=O)CN(C)C(=O)COc2ccccc2Cc2ccccc2)c1	10
CN(C)CCSc1nc(O)c(-c2ccccc2)c(=O)n1-c1ccccc1	1
COc1ccc(C#Cc2ccc([C@H]3[C@@H](CO)N4C(=O)CN(C(=O)c5ccc(F)cc5)C[C@H]34)cc2)cc1	0[25 µM]
CCCNC(=O)COC(=O)c1cc(SC)ccc1Cl	-11
O=C(c1ccccc1F)N1CC[C@@H]2[C@@H](CO)Nc3ccc(C#Cc4ccc(F)cc4)cc3[C@@H]21	-4[25 µM]
COc1ccc(NC(=O)COC(=O)C23CCC(=O)N2c2ccccc2S3)cc1 (stereo not drawn)	10
O=C(Nc1ncccc1O)c1ccc(Oc2ccccc2)cc1	-52
CC(=O)Nc1ccc2c(c1)CC(=O)N(C)C[C@H](C)[C@@H](CN(C)C(=O)NC(C)C)O2	-2
C[C@@H]1CN([C@@H](C)CO)C(=O)CCCn2cc(nn2)CO[C@H]1CN(C)C(=O)Oc1ccccc1	3
CCN1c2ccccc2-c2nc3ccccc3n2C1c1cccnc1 (stereo not drawn)	-1
CCCCn1c(N)c(N(C)C(=O)c2cn(-c3ccccc3)nc2-c2ccccc2)c(=O)[nH]c1=O	6
CC(C)(O)C(=O)NNC(=S)NCc1ccco1	13
CC1CCCC12NC(=O)NC2=O (stereo not drawn)	10
CCOC(=O)CNC(=O)c1ccc2c(c1)OCCO2	-37
CN(CCC#N)C(=O)COC(=O)c1ccc(Cl)c(S(=O)(=O)N(C)c2ccccc2)c1	8
CC(C)NC(=O)N1[C@H](CO)[C@@H]2c3ccccc3NC[C@@H]21	4[25 µM]

These rows are one share of the data; the hit share may differ from the screen's.
